Bioassay records from PubChem.
H37Rv inhibition: M. tuberculosis growth inhibition, HTS (AID 449762) | M. tuberculosis H37Rv growth inhibition, 7H9 media; higher % means a stronger effect | inhibition, % at 25 µM, or IC50 in µM where a hit was titrated | actives 0.59% (n = 330,000); in the data active = a potency from the dose series; inconclusive = inhibition above about 70% without an active follow-up result;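 also: bacterial growth assessed after seven days of incubation; strong numbers were not always called active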
Salmonella PhoP GFP: PhoP regulon inhibitors, Salmonella typhi PhoP promoter GFP reporter, confirmatory (AID 1850). inhibition, % at 50 µM, or IC50 in µM where a hit was titrated. Salmonella Typhi PhoP-promoter GFP reporter, fluorescence, 4 h; higher % means a stronger effect. actives 0.33% (n = 310,000); in the data active = a potency from the dose series; inconclusive = inhibition mostly from about 25% at the one dose, without a potency; inactive = the rest, 99 in 100 with inhibition below about 19%;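 also: 0% = induced wells with vehicle and 100% = uninduced wells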
influenza NS1A: NS1A inhibition, H1N1 influenza, cell based functional assay (AID 504329); inhibition, % at 12.5 µM, or IC50 in µM where a hit was titrated; actives 0.3% (n = 340,000); NS1A functional cell-based assay, percent inhibition; higher % means a stronger effect; in the data active = a potency from the dose series; inconclusive = inhibition above about 27% without an active follow-up result; also: strong numbers were not always called active
inhibitors of VEEV: inhibitors of VEEV TC-83 cytopathic effect, confirmation, Vero cells (AID 588727). Vero cells, VEEV TC-83 cytopathic effect inhibition; higher % means a stronger effect. inhibition, % at 20 µM; hits with a dose series show IC50 in µM. actives 0.13% (n = 350,000); in the data active = a potency from the dose series; inconclusive = inhibition mostly from about 14% at the one dose, without a potency; inactive = the rest, 99 in 100 with inhibition below about 12%; also: strong numbers were not always called active
M. tuberculosis: growth inhibition of non-replicating M. tuberculosis (AID 488890) | Mycobacterium tuberculosis non-replicating, growth inhibition; higher % means a stronger effect | one-dose inhibition, % at 25 µM; IC50 in µM for titrated hits | actives 0.39% (n = 320,000); in the data active = a potency from the dose series; inconclusive = inhibition mostly from about 82% at the one dose, without a potency; inactive = the rest, 99 in 100 with inhibition below about 76%;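 also: plate controls were DMSO cells for no effect and high antibiotic wells for full effect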
inhibitors of VEEV 10K pilot screen: recorded beside inhibitors of VEEV, whose call it bears; inhibition, %; measured here: 10K pilot screen inhibition
Active calls of the source: *; i = inactive; ? = inconclusive; . = no result given.

SMILES	H37Rv inhibition	Salmonella PhoP GFP	influenza NS1A	inhibitors of VEEV	M. tuberculosis	others
Cc1ccc(OCC(=O)Nc2ccc(C)c(S(=O)(=O)N3CCCCCC3)c2)c([N+](=O)[O-])n1	0%	-4%	0%	4.4%	14%
C[C@H]1CN(Cc2ccccc2)C(=O)[C@@H]1CC(=O)NCc1ccccc1	-1%	3%	-6%	2.0%	-5%
CCCCn1c(C2CCCCC2)nc2cc3[nH]c(=O)c(C(C)C)nc3cc21	?	-2%	3%	4.1%	24%
CC(=O)c1cc(C#N)c(N2CCCCC2)nc1C	-4%	6%	-2%	0.2%	4%
O=C(O)c1ccccc1C(=O)c1cccc2ccccc12	11%	-14%	-8%	i	2%
CCCCCCC1CCC(C(=O)N2CCOCC2)CC1 (stereo unspecified)	16%	19%	6%	0.1%	?
COc1ccc(-c2nn3c(-c4ccccn4)nnc3s2)cc1OC	-11%	-1%	-3%	1.0%	0%
C1CN(CC23CC4CC(CC(C4)C2)C3)CCO1	0%	1%	3%	2.0%	-4%
CCCSc1ncccc1C(=O)O	-2%	-7%	-2%	6.5%	-3%
Cc1cc(C)cc(NC(=O)Nc2ccc(-n3ccc(C(F)(F)F)n3)cc2)c1	-7%	5%	-24%	4.1%	18%
COC(=O)[C@H](C)NC(=O)NC1CCN(Cc2ccccc2)CC1	-7%	-2%	17%	0.5%	4%
Cc1cc(C)cc(C(=O)NCC(=O)OCc2cc([N+](=O)[O-])cc3c2OCOC3)c1	4%	-2%	9%	0.6%	8%
CC/C(=N\NC(=O)c1nnn(-c2nonc2N)c1CN(C)c1ccccc1)c1ccccc1	5%	-4%	4%	5.3%	8%
O=c1[nH]c2ccccc2c2ccc(Cl)cc12	.	.	-17%	0.4%	.
CC(NC(=O)CSc1ncnc2nc[nH]c12)c1ccccc1 (stereo unspecified)	-20%	2%	-2%	i	2%
Oc1ccccc1CNc1ncc(Br)cc1Br	6%	11%	10%	3.6%	0%
Cc1ccc([N+](=O)[O-])c2c1C(N1CCCC1)C(C)(C)O2 (stereo unspecified)	10%	-7%	12%	i	1%
O=C1CC(C(=O)NCc2ccccc2)C2(CCCC2)O1 (stereo unspecified)	1%	-18%	-1%	1.2%	-12%
Cc1ccc(S(=O)(=O)NCC(=O)OCC(=O)N2CCc3ccccc32)cc1	-5%	-4%	8%	2.9%	5%
CCCn1nc(C(=O)Nc2ccc3nc(N4CCOCC4)sc3c2)ccc1=O	.	.	-10%	10%	.
COCC(=O)NCCc1nc(-c2ccccc2)cs1	-8%	-4%	5%	0.5%	6%
COc1ccc(NC(=S)N2CCC(C(=O)c3ccc(F)cc3)CC2)cc1	.	.	19%	0.4%	.
O=C(COC(=O)c1ccccc1Br)Nc1nnc(-c2ccccc2)o1	?	0%	-2%	4.8%	?
O=C1NN(c2cccc(Br)c2)C(=O)/C1=C/c1ccc(-c2cc([N+](=O)[O-])ccc2O)o1	1%	-10%	23%	0.3%	54%
CCOC(=O)C1SC2(C(F)F)CC1(O)c1c(c(OC)c3occc3c1OC)O2 (stereo unspecified)	-7%	-4%	7%	i	?
CC(C)(C)c1ccc(-c2nnc(SCCN3C(=O)c4ccccc4C3=O)o2)cc1	12%	2%	0%	6.0%	9%
CCN(C[C@H]1N[C@@](CC)(C(=O)OC)[C@H]2C(=O)N(C)C(=O)[C@@H]12)C(C)=O	-3%	.	19%	i	14%
COc1ccc(C2=NCCNC(C(F)(F)F)=C2)cc1	-1%	-4%	-3%	1.0%	8%
CCOC(=O)CSc1nnc(CNC(=O)Cc2ccccc2)n1-c1ccccc1OC	-7%	-7%	5%	0.5%	-5%
O=C(O)C(=O)/C(=C\c1ccc([N+](=O)[O-])cc1)c1ccc2ccccc2n1	4%	-17%	2%	1.7%	1%
CCOC(=O)Cc1csc(NC(=O)c2ccoc2C)n1	-8%	3%	11%	2.8%	-6%
O=C(Nc1cccc(S(=O)(=O)N2CCCCC2)c1)c1cc([N+](=O)[O-])ccc1N1CCOCC1	-2%	-6%	7%	8.4%	28%
CCn1nc(C)cc1C(=O)NC1CCCc2c1cnn2-c1cc(F)cc(F)c1 (stereo unspecified)	-1%	-4%	-9%	2.7%	0%
CCC(C)n1c(-c2cccc(S(=O)(=O)N3CCOCC3)c2)n[nH]c1=S (stereo unspecified)	.	.	-5%	1.2%	.
O=C(Cc1ccc(Cl)cc1)Nc1ccc(NC(=O)c2cccs2)cc1	-2%	0%	-8%	i	3%	inhibitors of VEEV 10K pilot screen=1.0
COc1ccc(OC(C)C(=O)N2CCC(C)CC2)cc1 (stereo unspecified)	-10%	5%	-1%	i	54%
COc1ccc(OC)c(-n2c(Cn3c(-c4ccccn4)nc4ccccc43)n[nH]c2=S)c1	-3%	-1%	2%	i	-17%
Cc1nc2ccccc2c(=O)n1/N=C/c1ccc(O)cc1O	-6%	9%	3%	1.1%	40%
CCCCNC(=O)c1cnc2n(c1=O)CCS2	-4%	-4%	-1%	0.9%	-2%
COc1ccc(CCN(C)C(=O)c2cc(=O)c3ccccc3o2)cc1OC	6%	13%	-7%	0.7%	8%
COc1ccc(C(=O)C2CCCN(C3CSCCSC3)C2)cc1OC (stereo unspecified)	-4%	-3%	10%	0.1%	0%
O=C(c1cn[nH]c1)c1cc(F)ccc1O	-6%	-2%	-27%	0.9%	16%
Cc1cccc(C)c1OCc1cc(C(=O)NCc2cn(C)nc2C)no1	-7%	-14%	-5%	2.9%	-4%
COCCCNC(=O)c1c(N)n(-c2ccc3c(c2)OCO3)c2nc3ccccc3nc12	-2%	-7%	-4%	6.3%	-12%
Cn1c(SCC(=O)Nc2cc([N+](=O)[O-])ccc2F)nnc1C(F)(F)F	5%	-2%	-6%	0.4%	-17%
Cc1cc(C(=O)CCC(=O)N2CCN(S(=O)(=O)c3ccccc3)CC2)c(C)s1	-2%	2%	-13%	8.9%	11%
CCCc1[nH]c2ccc(C#N)cc2c1CCC	19%	-33%	-8%	1.4%	2%	inhibitors of VEEV 10K pilot screen=0.2
Cc1ccc(CCNC(=O)c2nn(C)c3c2CS(=O)(=O)c2ccccc2-3)cc1	4%	8%	1%	10%	6%
Cc1ccc(S(=O)(=O)N(CC(=O)N2CCC(C(N)=O)CC2)c2cccc(C(F)(F)F)c2)cc1	0%	-3%	-2%	i	0%
CCOC(=O)C1CCCN(S(=O)(=O)CCNC(=O)c2ccc3c(c2)OCO3)C1 (stereo unspecified)	1%	1%	-8%	1.4%	1%
Cc1sc2nc(CC(=O)NN)[nH]c(=O)c2c1C	-8%	6%	-7%	0.1%	2%
CC(C)CC(OC(=O)c1nsc(Cl)c1Cl)C(=O)NCc1cccs1 (stereo unspecified)	5%	-11%	9%	i	55%	inhibitors of VEEV 10K pilot screen=0.0
S=c1[nH]nc(-c2ccccn2)n1/N=C/c1ccc(Cl)c(Cl)c1	-13%	5%	.	4.1%	-10%
Cc1ccc(NC(=O)CCc2ccc(S(=O)(=O)N3CCOCC3)cc2)c(O)c1	5%	.	-20%	2.9%	7%
O=C(O)C1C2CC2CN1C(=O)c1ccc(Cl)cc1 (stereo unspecified)	-1%	5%	.	0.6%	15%
CCc1nccn1S(=O)(=O)c1cc(Br)ccc1OC	-3%	-3%	1%	0.9%	-6%
CCN1C(=O)[C@H]2[C@H]3CN=C(SCC4CC4)N3[C@@](Cc3ccccc3)(C(=O)OC)[C@H]2C1=O	.	.	2%	i	.
COc1ccc(-n2nc(C(=O)Nc3nc4ccc(OC)cc4s3)c3ccccc3c2=O)cc1	6%	3%	3%	i	-28%
N#CC1=C(N)C(C#N)(C#N)C2(C(=O)Nc3ccccc32)C2CCCC=C12 (stereo unspecified)	2%	-3%	5%	0.4%	35%
O=C(NC1(C(F)(F)F)C(=O)Nc2c1c(=O)[nH]c(=O)n2Cc1ccccc1)c1ccc(Cl)cc1Cl (stereo unspecified)	8%	-14%	19%	2.1%	-6%
(continued)
SMILES	H37Rv inhibition	Salmonella PhoP GFP	influenza NS1A	inhibitors of VEEV	M. tuberculosis	others
CCOC(=O)c1sc(/N=C/N(C)C)nc1C	-6%	-7%	-2%	1.1%	-17%
CC1=C(C(=O)O)N2C(=O)C(NC(=O)c3c(F)cccc3F)C2SC1 (stereo unspecified)	.	.	-3%	1.5%	.
O=C1C=C2C=C[C@H]3C[C@]2(O1)[C@@H]1CCCCN13	-4%	-3%	8%	0.2%	-5%	inhibitors of VEEV 10K pilot screen=1.6
COc1ccc(NC(=S)Nc2cnc3ccccc3c2)c(OC)c1	-21%	1%	-10%	8.9%	?
CC(C(=O)Nc1ccc(C(F)(F)F)cc1)N(C)CC(=O)N1CCN(Cc2ccccc2)CC1 (stereo unspecified)	-1%	.	-11%	i	22%
N#CCCCSc1nnc(Cc2ccc3c(c2)OCO3)o1	-4%	8%	-2%	i	?
Cc1nn(Cc2ccc(Cl)cc2)c(C)c1NC(=O)C1CC=CCC1C(=O)O (stereo unspecified)	-6%	-12%	-19%	0.6%	9%
Cc1ccc2[nH]c(C)c(CCNC(=O)NC3CCCCC3)c2c1	-3%	0%	9%	i	24%
O=C(NCc1cccnc1)C1c2ccccc2C(=O)N1C1CCCCCCC1 (stereo unspecified)	0%	-1%	35%	1.6%	2%
Cc1cc(C(=O)O)c(CSc2ncn[nH]2)o1	-1%	-6%	22%	0.7%	-6%
Cc1cc(C)nc(SCNC(=O)c2ccccc2)n1	-11%	-5%	-4%	2.5%	37%
O=C(NNC(=O)c1ccc(Br)o1)c1ccc(NS(=O)(=O)c2cccs2)cc1	.	.	-4%	2.1%	.
O=CN1Cc2[nH]c3ccccc3c2N(c2ccc(Cl)cc2)C1=O	3%	-1%	8%	0.8%	2%
Cc1noc(C)c1C(c1ccccc1)S(=O)(=O)c1ccccc1 (stereo unspecified)	-8%	-9%	0%	i	2%
COc1ccc(NC(=O)N2CCCCCC2)cc1	0%	0%	1%	0.2%	5%

15 entries from above, arranged by SMILES length, lowest first:
SMILES	H37Rv inhibition	Salmonella PhoP GFP	influenza NS1A	inhibitors of VEEV	M. tuberculosis	others
COc1ccc(NC(=O)N2CCCCCC2)cc1	0%	0%	1%	0.2%	5%
CCOC(=O)c1sc(/N=C/N(C)C)nc1C	-6%	-7%	-2%	1.1%	-17%
Cc1cc(C)nc(SCNC(=O)c2ccccc2)n1	-11%	-5%	-4%	2.5%	37%
N#CCCCSc1nnc(Cc2ccc3c(c2)OCO3)o1	-4%	8%	-2%	i	?
COc1ccc(NC(=S)Nc2cnc3ccccc3c2)c(OC)c1	-21%	1%	-10%	8.9%	?
Cc1noc(C)c1C(c1ccccc1)S(=O)(=O)c1ccccc1 (stereo unspecified)	-8%	-9%	0%	i	2%
O=C1C=C2C=C[C@H]3C[C@]2(O1)[C@@H]1CCCCN13	-4%	-3%	8%	0.2%	-5%	inhibitors of VEEV 10K pilot screen=1.6
O=C(NCc1cccnc1)C1c2ccccc2C(=O)N1C1CCCCCCC1 (stereo unspecified)	0%	-1%	35%	1.6%	2%
CC1=C(C(=O)O)N2C(=O)C(NC(=O)c3c(F)cccc3F)C2SC1 (stereo unspecified)	.	.	-3%	1.5%	.
Cc1nn(Cc2ccc(Cl)cc2)c(C)c1NC(=O)C1CC=CCC1C(=O)O (stereo unspecified)	-6%	-12%	-19%	0.6%	9%
O=C(NNC(=O)c1ccc(Br)o1)c1ccc(NS(=O)(=O)c2cccs2)cc1	.	.	-4%	2.1%	.
COc1ccc(-n2nc(C(=O)Nc3nc4ccc(OC)cc4s3)c3ccccc3c2=O)cc1	6%	3%	3%	i	-28%
CC(C(=O)Nc1ccc(C(F)(F)F)cc1)N(C)CC(=O)N1CCN(Cc2ccccc2)CC1 (stereo unspecified)	-1%	.	-11%	i	22%
O=C(NC1(C(F)(F)F)C(=O)Nc2c1c(=O)[nH]c(=O)n2Cc1ccccc1)c1ccc(Cl)cc1Cl (stereo unspecified)	8%	-14%	19%	2.1%	-6%
CCN1C(=O)[C@H]2[C@H]3CN=C(SCC4CC4)N3[C@@](Cc3ccccc3)(C(=O)OC)[C@H]2C1=O	.	.	2%	i	.

Next entries.
SMILES	H37Rv inhibition	Salmonella PhoP GFP	influenza NS1A	inhibitors of VEEV	M. tuberculosis	others
C=CS(=O)(=O)c1sc(Cl)c(N2CCOCC2)c1[N+](=O)[O-]	.	.	5%	0.6%	.
Cc1sc2nc(C3CC3)nc(N3CCN(S(=O)(=O)c4ccc(F)cc4)CC3)c2c1C	-9%	2%	-2%	1.9%	11%
Cn1c(=O)c2c(nc(N3CCOCC3)n2C)n(C)c1=O	-12%	-3%	-8%	1.5%	-4%
CCOc1ccc(NC(=O)NNC(=O)c2cccnc2)cc1	7%	5%	18%	1.3%	10%
